TRPC6 act – activates the mouse TRPC6 cation channel; Q61143; HEK293-TRPC6 membrane potential dye fluorescence; hits give high values; B-score at 10 µM; hit rate 0.13% among 310,000; AID 2550;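 active means B-score of the integrated fluorescence ratio above library mean plus 3 SD, and starting fluorescence ratio within library mean plus 5 SD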;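 further: higher score means more depolarization so channel activation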
MrgX1 allo act – human MrgX1 positive allosteric modulation, primary screen; Q96LB2; MrgX1-HEK293, Fluo-4 calcium flux, FDSS; hits give high values; B-score at 10 µM; hit rate 0.63% among 310,000;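 active means plate-corrected calcium response at least 3 library SD above typical, normal starting fluorescence, not activating the receptor alone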;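 further: compound read alongside a low EC10 to EC30 dose of BAM8-22 agonist; peak minus trough fluorescence over baseline measured at the second addition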
TRPC4 agonist – opens the mouse TRPC4 cation channel | B-score at 10 µM | hit rate 0.49% among 310,000 | Q9QUQ5 | HEK293 TRPC4beta/mu-opioid, Fluo4 calcium fluorescence; hits give high values | AID 2237;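 active means B-score above 5 SD of library B-scores, and initial fluorescence ratio not above library mean plus 5 SD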;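 further: positive B-score marks a calcium rise read as TRPC4 activation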
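Technique: kinetic Fluo4 calcium fluorescence; Test system: TRPC4beta and mu-opioid receptor HEK293 stable cells; Measure: B-scored integrated calcium fluorescence ratio; Benchmarks: low control buffer alone, high control maximal DAMGO; Schedule: 45 min room-temperature Fluo4 loading, 110 s read.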
MrgX1 antagonist – human MrgX1 receptor antagonism, primary screen; MRGX1-HEK293 calcium flux, Fluo-4, BAM8-22 antagonism; hits give low values; B-score at 10 µM; hit rate 1.3% among 310,000; AID 588676;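 active means calcium-response B-score plate-corrected more than 3 library SD below zero, starting fluorescence within 5 deviations, no agonist response on first addition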;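 further: peak minus trough fluorescence over baseline after final BAM8-22 challenge near maximal dose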
TRPC4 potent – allosterically enhances the mouse TRPC4 cation channel; Q9QUQ5; HEK293 TRPC4beta/mu-opioid, DAMGO EC20, Fluo-4 Ca2+ flux; hits give high values; B-score at 10 µM; hit rate 0.42% among 310,000; AID 2227;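 active means B-score of calcium response area above 5 SD of library B-scores, with initial fluorescence ratio within 5 SD of library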;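 further: B-score of integrated fluorescence ratio over time as area under calcium response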
TRPC4 inh – TRPC4 (mouse) channel inhibition. Q9QUQ5. HEK293 TRPC4beta/mu-opioid, DAMGO-evoked Fluo4 calcium flux; hits give low values. B-score at 10 µM. hit rate 0.39% among 300,000. AID 2247;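 active means B-score over 3 SD under the library average, no early fluorescence shift, positive overall ratio signal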
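Assay system – HEK293 line stably carrying TRPC4beta and mu-opioid receptor · Doses – single dose · Detection – Fluo4 calcium-dye fluorescence, kinetic read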
SKKanGAS inh – blocks kanamycin growth of S. pyogenes SKKanGAS strain | BacTiter-Glo, 6 h | inhibition, % at 7.5 µM | hit rate 1.3% among 300,000 | AID 1662;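 active means mean replicate score, as percent of positive control median, at least 50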;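 further: strain carries kanamycin resistance gene driven by streptokinase promoter and grows in 40 µg/ml kanamycin; loss of luminescence reflects streptokinase promoter inhibition or plain growth inhibition; 0% = median of DMSO wells and 100% = positive control at its reference dose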
ANO1 activ – mouse TMEM16A channel activation, primary screen; Q8BHY3; HEK293 TMEM16A/YFP-H148Q/I152L, iodide quench fluorescence; hits give low values; B-score at 10 µM; hit rate 0.3% among 340,000;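 active means fluorescence-ratio B-score plate-corrected deviation score at least 3 library SD below zero, with starting fluorescence score within 5 deviations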;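 further: channel opened by trigger with iodide after compound preincubation; score built on the fluorescence ratio of max minus min over baseline; more negative score means more quench and so TMEM16A activation or potentiation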
Target sequence (Q8BHY3 whole entry, looked up): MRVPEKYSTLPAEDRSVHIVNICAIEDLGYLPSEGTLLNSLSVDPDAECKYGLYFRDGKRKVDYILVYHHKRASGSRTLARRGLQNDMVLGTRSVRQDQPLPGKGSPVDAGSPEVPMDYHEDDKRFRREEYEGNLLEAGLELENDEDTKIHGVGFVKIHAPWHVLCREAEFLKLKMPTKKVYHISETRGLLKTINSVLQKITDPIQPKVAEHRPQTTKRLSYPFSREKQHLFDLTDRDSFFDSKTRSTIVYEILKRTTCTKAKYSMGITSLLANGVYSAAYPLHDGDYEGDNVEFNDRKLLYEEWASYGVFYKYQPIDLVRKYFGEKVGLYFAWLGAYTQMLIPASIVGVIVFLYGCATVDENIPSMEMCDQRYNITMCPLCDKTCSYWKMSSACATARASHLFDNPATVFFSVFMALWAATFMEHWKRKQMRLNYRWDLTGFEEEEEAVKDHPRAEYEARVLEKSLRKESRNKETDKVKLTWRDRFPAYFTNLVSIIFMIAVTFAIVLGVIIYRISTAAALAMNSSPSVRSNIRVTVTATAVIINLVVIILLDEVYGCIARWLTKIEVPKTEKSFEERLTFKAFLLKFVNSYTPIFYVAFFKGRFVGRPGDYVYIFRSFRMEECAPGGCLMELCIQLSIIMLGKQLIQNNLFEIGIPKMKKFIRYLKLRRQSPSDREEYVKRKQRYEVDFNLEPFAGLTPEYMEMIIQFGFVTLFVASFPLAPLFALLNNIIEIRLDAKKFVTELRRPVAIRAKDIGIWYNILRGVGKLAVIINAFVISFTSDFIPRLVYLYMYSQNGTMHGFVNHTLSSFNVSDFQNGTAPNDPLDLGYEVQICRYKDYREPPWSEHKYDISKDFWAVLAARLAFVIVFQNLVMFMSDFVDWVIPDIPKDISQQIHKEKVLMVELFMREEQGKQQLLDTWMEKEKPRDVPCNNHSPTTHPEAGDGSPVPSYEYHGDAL
ANO1 block – mouse TMEM16A channel inhibition, primary screen; Q8BHY3; HEK293 TMEM16A/YFP iodide influx fluorescence, ionomycin; normalized B-score (activity score, 25-100; higher = stronger inhibition) at 10 µM; hit rate 1.2% among 310,000;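 active means ratio plate-corrected score three or more library SD toward inhibition, starting fluorescence score within five deviations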;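 further: score derived from kinetic fluorescence span divided by baseline fluorescence per well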
TRPC6 inhibitor – inhibitors of mouse TRPC6 channel; HEK293-TRPC6, membrane potential dye, ACh-evoked depolarization; hits give low values; B-score at 10 µM; hit rate 1.1% among 310,000; AID 2553;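 active means B-score under library mean minus 3 SD, initial fluorescence not abnormally high, positive integrated signal ratio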;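 further: B-score derived from integrated fluorescence ratio over the kinetic read; more negative B-score means stronger inhibition of depolarization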
MrgX1 agonist – human MrgX1 receptor agonism, primary screen; Q96LB2; MrgX1-HEK293 cells, Fluo-4 calcium fluorescence, agonist mode; hits give high values; B-score at 10 µM; hit rate 0.44% among 310,000;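 active means calcium response B-score plate-corrected fluorescence ratio at least 3 library SD, with starting fluorescence B-score inside 5 SD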
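Assay system: MrgX1-expressing HEK293 cells / Amount: fifteen thousand cells per well / Doses: test compound in the initial addition of three / Timing: cells plated overnight, dye loaded 0.5 h 37 °C, 0.5 h room temperature / Technique: kinetic calcium dye fluorescence, Fluo-4 NW / Control set: positive and negative controls per plate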
* marks the source's active call; other numbers are inactive results; i = inactive; . = not tested or not shown.

SMILES	TRPC6 act	MrgX1 allo act	TRPC4 agonist	MrgX1 antagonist	TRPC4 potent	TRPC4 inh	SKKanGAS inh	ANO1 activ	ANO1 block	TRPC6 inhibitor	MrgX1 agonist
CC(=O)c1ccc(N=Nc2c(C)[nH][nH]c2=O)cc1	i	i	i	i	i	i	1	i	i	i	i
Cc1ccccc1-c1nnc(SCCOc2ccc3c(C)cc(=O)oc3c2)o1	i	i	i	i	i	i	7	i	i	i	i
Cn1c(N)c(C(=O)c2ccc(Oc3ccccc3)cc2)c(=O)n(C)c1=O	i	i	i	i	i	i	-7	i	i	i	i
COc1ccc(-c2ccc(-c3nnn(CC(=O)N4CCOCC4)n3)cc2)cc1	i	i	i	i	i	i	0	i	i	i	i
CCNC(=S)N(CCN(CC)CC)Cc1cc2cc3c(cc2[nH]c1=O)OCCO3	i	i	i	i	i	i	1	i	i	i	i
CC(NC(=O)CCn1ccc2cc(S(=O)(=O)N3CCCC3)ccc21)c1ccccc1 (centres undefined)	i	i	i	i	i	i	-2	i	i	i	i
Cc1ccc(S(=O)(=O)N2CC3CCCN3c3ccc(C(F)(F)F)cc32)cc1 (centres undefined)	i	i	i	i	i	i	9	i	i	i	i
CCN(CC)C(=O)c1cc2cc([N+](=O)[O-])ccc2s1	i	i	i	i	i	i	-3	i	i	i	i
CCOC(=O)CSc1nc2ccc(N3CCOCC3)cc2c(=O)n1Cc1ccccc1	i	i	i	i	i	i	10	i	i	i	i
CN1/C(=C\C(=O)COC(=O)c2ccc(O)c(O)c2)C(C)(C)c2ccccc21	i	i	i	i	i	i	12	.	100*	i	i
Cc1cc(NC(=O)c2cc(-c3ccccc3C)nc3ccccc23)no1	i	i	i	i	i	i	14	i	i	i	i
COc1ccc(S(=O)(=O)Cc2ccc(C(=O)N3CCN(c4ccccc4F)CC3)o2)cc1	i	i	i	i	i	i	-2	i	i	i	i
CC(CCCC(C)(C)O)NC(=O)c1ccc2oc(CCc3ccccc3)nc2c1 (centres undefined)	i	i	i	i	i	i	-2	i	i	i	i
N#Cc1cn(-c2cccc(C(F)(F)F)c2)c(=O)[nH]c1=O	i	i	i	i	i	i	4	i	i	i	i
O=C(ONC1=NCCCCC1)c1cccc([N+](=O)[O-])c1	i	i	i	i	i	i	7	i	i	i	i

Reprinted from the part before: 3 entries, then new ones.
SMILES	TRPC6 act	MrgX1 allo act	TRPC4 agonist	MrgX1 antagonist	TRPC4 potent	TRPC4 inh	SKKanGAS inh	ANO1 activ	ANO1 block	TRPC6 inhibitor	MrgX1 agonist
CC(CCCC(C)(C)O)NC(=O)c1ccc2oc(CCc3ccccc3)nc2c1 (centres undefined)	i	i	i	i	i	i	-2	i	i	i	i
N#Cc1cn(-c2cccc(C(F)(F)F)c2)c(=O)[nH]c1=O	i	i	i	i	i	i	4	i	i	i	i
O=C(ONC1=NCCCCC1)c1cccc([N+](=O)[O-])c1	i	i	i	i	i	i	7	i	i	i	i
O=C(O)c1ccc(CSc2nnnn2-c2ccc(F)cc2)cc1	i	i	i	i	i	i	-2	i	i	i	i
CCC(C)n1c(SC(C)C#N)nc2ccccc2c1=O (centres undefined)	i	i	i	i	i	i	0	i	i	i	i
Cc1c(C(=O)C(=O)NCc2ccco2)c2ccccc2n1C	i	i	i	i	i	i	-7	i	i	i	i
CCCCn1c(N)c(N(CC)C(=O)Cc2ccc(S(=O)(=O)N3CCOCC3)s2)c(=O)[nH]c1=O	i	i	i	i	i	i	-9	i	i	i	i
O=C(Nc1ccc2c(c1)OCO2)c1cnc2n(c1=O)CCS2	i	i	i	i	i	i	-1	i	i	i	i
CCCNC(=O)C(=O)Nc1ccc(N(C)C)cc1	i	i	i	i	i	i	-6	i	i	i	i
Cc1cc(CNC(=O)c2cccc([N+](=O)[O-])c2)c2ccccc2n1	i	i	i	i	i	i	-3	i	i	i	i
COc1ccc(C(=O)N2CCCC2)cc1S(=O)(=O)N1CCC(C)CC1	i	i	i	i	i	i	0	i	i	i	i
COC(=O)C1=C(C)NC(=S)NC1/C=C/c1ccccc1 (centres undefined)	i	i	i	i	i	i	-2	i	i	i	i
COc1ccccc1-n1c(C)cc(C=O)c1C	i	i	i	i	i	i	5	i	i	i	i
O=C(Nc1ncc(Cc2cc(Cl)ccc2Cl)s1)c1ccc([N+](=O)[O-])cc1	i	i	i	i	i	i	43	i	i	i	i
CC(=Nc1ccc(C)c(C)c1)C1=C(O)CSC1=O	i	i	i	i	i	i	18	i	i	i	i
CCOC(=O)N1CCN(C(=O)CS(=O)Cc2nc(-c3ccc(C)cc3)oc2C)CC1 (centres undefined)	i	i	i	i	i	i	-5	i	i	i	i
COc1cccc(-c2c(C(=O)N/N=C/c3cccnc3)nnn2-c2nonc2N)c1	i	i	i	i	i	i	0	-37*	i	i	i
O=C(CCCN1C(=O)c2ccccc2C1=O)OC1CSCC1NC(=O)c1ccccc1 (centres undefined)	i	i	i	i	i	i	-7	i	i	i	i
CCOC(=O)N1CCN(C(=O)CSc2ccccc2)CC1	i	i	i	i	i	i	-7	i	i	i	i
Cc1c(NC(=O)Nc2cc(F)c(F)cc2Cl)c(=O)n(-c2ccccc2)n1C	i	i	i	i	i	i	-4	i	i	i	i
Cc1nc2nc(C)c(NS(=O)(=O)c3ccc(C(C)(C)C)cc3)c(=O)n2[nH]1	i	i	i	i	i	i	20	i	i	i	i
CC(C)NS(=O)(=O)c1ccc(NC(=O)C2CC3C=CC2C3)cc1 (centres undefined)	i	i	i	i	i	i	-15	i	i	i	i
O=C(O)Cn1cccc1C(=O)c1ccccc1	i	i	i	i	i	i	-2	i	i	i	i
CCc1cc(C(=O)NCC2CCCO2)sc1C (centres undefined)	i	i	i	i	i	i	0	i	i	i	i
COc1ccc(C(=O)NCCS(=O)(=O)NCc2ccccc2OC)cc1	i	i	i	i	i	i	-1	i	i	i	i
COc1ccccc1CNC(=O)c1c(N)n(CCCN2CCOCC2)c2nc3ccccc3nc12	i	.	i	.	i	i	30	i	.	i	.
CCOC(=O)c1cnc(SC2CC(=O)N(c3ccc(C)cc3)C2=O)nc1N (centres undefined)	i	i	i	i	i	i	-7	i	i	i	i
Cc1occc1-c1nnc(SCC(=O)N2CCN(c3ccccc3F)CC2)n1C	i	i	i	i	i	i	-2	.	i	i	i
COc1ccc(N(CC(=O)Nc2ccc(C)cn2)S(=O)(=O)c2c(C)noc2C)cc1	i	i	i	i	i	i	-18	i	i	i	i
C#CC1(NC(=O)NC(C)(C)C)CCCCC1	i	i	i	i	i	i	2	i	i	i	i
COc1ccccc1S(=O)Cc1ccc(C(=O)NCc2ccccc2Cl)o1 (centres undefined)	i	i	i	i	i	i	-1	i	i	i	i
Cc1cc2c3c(c1)C(C)CC(C)(C)N3C(=O)C2=C(C#N)C#N (centres undefined)	i	i	i	i	i	i	6	i	i	i	i
COc1ccc(C)cc1Nc1n[n+](-c2ccccc2)c(-c2ccc(N(C)C)cc2)s1	i	i	i	i	i	i	8	i	i	i	34*
COc1ccc(Cl)cc1NC(=O)CCCC(=O)c1ccccc1	i	i	i	i	i	i	-5	i	i	i	i
Cc1ccsc1CN(C(=O)c1ccccc1)C1CCS(=O)(=O)C1 (centres undefined)	i	i	i	i	i	i	4	i	i	i	i
CCOC(=O)N=S(N)(=O)c1ccccc1 (centres undefined)	i	i	i	i	i	i	3	i	i	i	i
O=C(CSc1nnnn1-c1ccc(Cl)cc1)N1CCc2ccccc2C1	i	i	i	i	i	i	-9	i	i	i	i
O=C(NCCc1ccc(F)cc1)c1n[nH]c2ccccc12	i	i	i	i	i	i	-1	i	i	i	i
CCOC(=O)c1c(CNc2ccncc2)n(C)c2cc(Br)c(O)cc12	i	i	i	i	i	i	16	i	i	-8.3*	i
Cc1cc(NC(=O)COC(=O)C2CCN(S(=O)(=O)c3cccc(Cl)c3Cl)CC2)no1	i	i	i	i	i	i	-4	i	100*	i	i
c1ccc(CC2CCCNC2)cc1 (centres undefined)	i	i	90*	i	i	i	1	i	i	i	i
O=C(NC(Cc1ccccc1)C(=O)O)/C(=C/c1ccco1)NC(=O)c1cccc(Br)c1 (centres undefined)	i	i	i	i	i	i	-5	i	i	i	i
COc1ccccc1N(CC(=O)NCCSCc1cccc(C)c1)S(=O)(=O)c1ccccc1	i	i	i	i	i	i	5	i	25*	i	i
COc1ccc(S(=O)(=O)NCc2ccccc2)cc1	i	i	i	i	i	i	-5	i	i	i	i
COc1ccc(C(=O)CC(Nc2ccc([N+](=O)[O-])cc2)c2ccc(OC)cc2)cc1 (centres undefined)	i	i	i	i	i	i	10	i	i	i	i
COc1cc(/C=C/C(=O)N2CCN(c3ccccn3)CC2)cc(OC)c1OC	i	i	i	i	i	i	2	i	i	i	i
c1ccc(-c2nc(C3CCCCC3)c3sccc3n2)cc1	i	i	i	i	i	i	84*	i	i	i	i
Cc1ccc(S(=O)(=O)/N=C(\CSC(N)=O)Nc2ccccc2)cc1	i	i	i	i	i	i	0	i	i	i	i
O=C(O)c1c2c(nc3ccccc13)CCCCC2	i	i	i	i	i	i	1	i	i	i	i
C/C(CC(=O)NCc1ccc(Cl)cc1)=N\NC(=O)Cc1ccccc1	i	i	i	i	i	i	0	i	i	i	i
COC(=O)c1sc(NC(=O)c2ccncc2)nc1C	i	i	i	i	i	i	10	i	i	i	i
O=C(C[n+]1cccc(Br)c1)c1ccccc1	i	i	i	i	i	i	-3	i	i	i	i
COC(=O)c1c(N)sc(C(C)=O)c1C	i	i	i	-8.4*	i	i	0	i	i	i	i
COc1cc(C=O)ccc1OCCOCCOc1ccc(Cl)cc1Cl	i	i	i	i	i	i	-9	i	i	i	i
CC(C)C(=O)NCC(c1cccs1)S(=O)(=O)c1ccc(F)cc1 (centres undefined)	i	i	i	i	i	i	2	i	i	i	i
CCCCC(=O)NNC(=O)CC(=O)Nc1ccccc1C(=O)O	i	i	i	i	i	i	-3	i	i	i	i
CCOC(=O)C1(CCCc2ccccc2)CCN(C(=O)CCn2cncn2)CC1	i	i	i	i	i	i	1	i	i	i	i

Assay outcomes from PubChem.
